A3A deaminase = blocks human APOBEC3A ssDNA deamination. P31941. recombinant A3A, FAM/TAMRA ssDNA deamination fluorescence. inhibition, % at 20 µM. 330,000 compounds, 0.41% hits. AID 493011;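 active = at least 40% inhibition at 20 µM here, with at most 30% in a related deaminase screen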;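 note: plate controls were A3A with DMSO for no effect and wells lacking A3A enzyme for full effect; some results filed as inactive read as strong as hits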
mIAP block = mouse IAP inhibition | AID 2806 | purified mouse IAP, CDP-Star luminescence, 30 min | inhibition, % at 10 µM | 330,000 compounds, 0.2% hits;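 active = inhibition of at least 40% at 10 µM in the primary screen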;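 note: plate controls were DMSO with enzyme for no effect and no enzyme wells for full effect; values of inactives mirror those of a sister screen read the other way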
hIAP inh = blocks human intestinal alkaline phosphatase | P09923 | purified IAP, CDP-Star luminescence, 30 min | inhibition, % at 10 µM | 330,000 compounds, 0.12% hits | AID 2544;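 active = inhibition reaching a set limit with compound at 10 µM in the primary screen, cut at about 35% in these data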;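 note: plate controls were DMSO wells with enzyme for no effect and no-enzyme buffer wells for full effect; values of inactives mirror those of a sister screen read the other way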
Target sequence (P09923 whole entry, looked up): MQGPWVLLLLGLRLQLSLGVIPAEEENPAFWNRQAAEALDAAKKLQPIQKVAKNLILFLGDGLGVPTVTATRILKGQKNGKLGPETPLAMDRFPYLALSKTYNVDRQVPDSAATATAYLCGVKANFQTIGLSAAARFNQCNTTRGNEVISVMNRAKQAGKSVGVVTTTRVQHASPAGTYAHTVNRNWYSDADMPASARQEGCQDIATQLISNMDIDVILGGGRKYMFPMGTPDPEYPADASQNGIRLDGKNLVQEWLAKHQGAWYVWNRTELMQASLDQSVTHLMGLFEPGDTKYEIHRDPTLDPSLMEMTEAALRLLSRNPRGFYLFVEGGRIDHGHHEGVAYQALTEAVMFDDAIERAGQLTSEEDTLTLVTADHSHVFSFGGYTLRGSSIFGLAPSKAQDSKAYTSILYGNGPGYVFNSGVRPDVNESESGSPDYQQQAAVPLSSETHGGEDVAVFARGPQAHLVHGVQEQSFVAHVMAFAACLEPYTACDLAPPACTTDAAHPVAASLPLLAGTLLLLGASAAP
PfG6PD inh = PfG6PD (Plasmodium falciparum) enzyme inhibition. PfGluPho enzyme, NADPH resazurin-diaphorase fluorescence. 350,000 compounds, 0.78% hits. inhibition, % at 20 µM;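 active = inhibition reaching at least a set limit at 20 µM in the primary screen, cut at about 59% in these data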;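 note: 0% = DMSO wells with substrate and 100% = DMSO wells lacking glucose-6-phosphate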
HKDC1 inh = HKDC1 (human) hexokinase inhibition. recombinant HKDC1, G6PDH/diaphorase resazurin coupled fluorescence. inhibition, % at 20 µM. 340,000 compounds, 0.16% hits;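 active = inhibition above about 35% when tested at 20 µM, limit read from the data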;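 note: plate controls were DMSO wells with enzyme for no effect and DMSO wells lacking enzyme for full effect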
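Test system: Recombinant HKDC1 (HK5) hexokinase enzyme, produced in-house | Input: HKDC1 at 5 µg/mL | Buffer or medium: Tris pH 8.0 buffer with MgCl2, Tween-20, BSA, BME | Schedule: 90 min reaction incubation at room temperature, dark | Technique: Resazurin-to-resorufin fluorescence via G6PDH and diaphorase coupling, 525/613 nm | Controls: DMSO wells with and without enzyme mix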
ATG4B inh = inhibitors of human ATG4B cysteine protease. Q9Y4P1. ATG4B cleavage of LC3-PLA2, NBD-HPC fluorescence, 1 h. inhibition, % at 8.33 µM. 340,000 compounds, 0.51% hits. AID 504462; in the data active = inhibition above about 40%
Target sequence (Q9Y4P1 whole entry, looked up): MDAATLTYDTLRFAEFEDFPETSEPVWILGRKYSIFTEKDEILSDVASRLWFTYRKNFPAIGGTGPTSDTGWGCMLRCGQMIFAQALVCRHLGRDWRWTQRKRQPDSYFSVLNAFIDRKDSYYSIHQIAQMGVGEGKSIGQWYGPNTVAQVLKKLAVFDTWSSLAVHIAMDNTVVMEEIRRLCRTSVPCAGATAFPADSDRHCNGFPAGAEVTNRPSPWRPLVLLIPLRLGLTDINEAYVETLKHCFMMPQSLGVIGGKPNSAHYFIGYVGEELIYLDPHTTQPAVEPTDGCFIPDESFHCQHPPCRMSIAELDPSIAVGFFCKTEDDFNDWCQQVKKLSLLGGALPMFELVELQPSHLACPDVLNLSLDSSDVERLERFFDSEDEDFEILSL
mIAP act = increases mouse intestinal alkaline phosphatase activity; muIAP, CDP-Star luminescence, 30 min; active compounds read high; 1 = vehicle-only enzyme signal, 0 = enzyme-free wells; activation factor at 10 µM; 330,000 compounds, 0.24% hits; AID 2805;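 active = activation factor of at least 2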; note: the source names both 10 and 20 µM as test concentration; values of inactives mirror those of a sister screen read the other way
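Assay system: mouse IAP enzyme; Reagent: CDP-Star chemiluminescent phosphatase substrate; Compound: DMSO-dissolved test compounds; Incubation: 30 min, room temperature; Technique: luminescence from enzymatic CDP-Star hydrolysis; Controls: DMSO-only wells and no-enzyme negative control.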
hIAP activ = human IAP activation; P09923; purified human IAP, CDP-Star luminescence, 30 min; active compounds read high; 1 = vehicle-only enzyme, 0 = enzyme-free background; activation factor at 10 µM; 330,000 compounds, 0.16% hits; AID 2524;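 active = activation factor of the enzyme at least 2-fold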; note: the source names both 10 and 20 µM as test concentration; values of inactives mirror those of a sister screen read the other way
* hit, by the source's call.

Start of the data: the first 4 entries, to show the layout:
1: COc1ccc(OC)c(S(=O)(=O)N2C(C)CCCC2C)c1 (configuration not stated)
2: O=C(Nc1ccc2c(c1)CCC2)c1cccc(S(=O)(=O)Nc2ccccc2Cl)c1
3: Cc1ccc(/C=N/NC(=O)CN2C(=O)CSc3ccccc32)o1
4: Cc1oc2c(c1C(=O)Nc1cccc(C(=O)O)c1)CCCC2
Assay by compound	1	2	3	4
A3A deaminase	3	2	-1	5
mIAP block	-2	12	-9	-2
hIAP inh	10	0	-4	7
PfG6PD inh	10	-11	-19	-20
HKDC1 inh	0	-1	-6	-3
ATG4B inh	-5	0	0	-14
mIAP act	1	0.88	1.1	1
hIAP activ	0.9	1	1	0.93

All compounds of this part (from the top)
1: COc1ccc(OC)c(S(=O)(=O)N2C(C)CCCC2C)c1 (configuration not stated)
2: O=C(Nc1ccc2c(c1)CCC2)c1cccc(S(=O)(=O)Nc2ccccc2Cl)c1
3: Cc1ccc(/C=N/NC(=O)CN2C(=O)CSc3ccccc32)o1
4: Cc1oc2c(c1C(=O)Nc1cccc(C(=O)O)c1)CCCC2
5: Cc1ccccc1-n1c(SCC(=O)NC(N)=O)nc2sc(-c3ccccc3)cc2c1=O
Assay by compound	1	2	3	4	5
A3A deaminase	3	2	-1	5	-6
mIAP block	-2	12	-9	-2	4
hIAP inh	10	0	-4	7	10
PfG6PD inh	10	-11	-19	-20	18
HKDC1 inh	0	-1	-6	-3	4
ATG4B inh	-5	0	0	-14	27
mIAP act	1	0.88	1.1	1	0.95
hIAP activ	0.9	1	1	0.93	0.9

Single values from the entries so far.
In PfG6PD inh, `COc1ccc(OC)c(S(=O)(=O)N2C(C)CCCC2C)c1` (configuration not stated) is listed with 10
In PfG6PD inh, `O=C(Nc1ccc2c(c1)CCC2)c1cccc(S(=O)(=O)Nc2ccccc2Cl)c1` is listed with -11

(next part)
6: O=C(Cc1ccccc1)NCCN1CCCC1
7: CC(C)(C)OC(=O)NN=C(c1ccc(O)cc1)c1ccc(O)cc1
8: CC1CCN(C(=O)C2COc3ccccc3O2)CC1 (configuration not stated)
9: COc1cccc(C(=O)Nc2cccc3c2ccc2cccn23)c1
10: C/C(=C\C(=O)c1ccc(Cl)s1)N(C)C
Assay by compound	6	7	8	9	10
A3A deaminase	3	-1	-3	2	-5
mIAP block	-8	1	0	-1	-5
hIAP inh	-5	-10	-7	-4	10
PfG6PD inh	1	13	-1	-9	5
HKDC1 inh	0	4	-7	4	-3
ATG4B inh	-5	0	0	-2	-2
mIAP act	1.1	0.99	1	1	1.1
hIAP activ	1.1	1.1	1.1	1	0.9

11: CCn1cnnc1SCC(=O)Nc1ccccc1C(=O)NC1CC1
12: CC1CCc2[nH]nc(C(=O)O)c2C1 (configuration not stated)
13: Cc1[nH][nH]c(=O)c1C=NCc1cccnc1
14: CCOc1ccc(CCNC(=O)c2ccc3nc(CC)c(CC)nc3c2)cc1
15: CN(C)c1cccc(C(=O)NNC(=O)NC2CCCCC2)c1
Assay by compound	11	12	13	14	15
A3A deaminase	-1	-6	-3	-5	-3
mIAP block	5	3	6	3	4
hIAP inh	-2	8	-55	-7	-1
PfG6PD inh	-12	6	11	-17	-23
HKDC1 inh	-5	4	-9	-1	8
ATG4B inh	-6	3	-2	-7	5
mIAP act	0.95	0.97	0.94	0.97	0.96
hIAP activ	1	0.92	1.5	1.1	1

16: CCCCC(CC)CNC(=O)c1ncn[nH]1 (configuration not stated)
17: O=C(c1ccc(S(=O)(=O)N2CCC(c3nc4ccccc4[nH]3)CC2)cc1)N1CCOCC1
18: Cc1ccc(C)c(S(=O)(=O)Nc2ccc(O)cc2)c1
19: Cc1nc2sc(C(=O)O)c(N)c2c2c1COC(C)(C)C2
20: Cc1ccc(S(=O)(=O)N(CC(=O)NCCSc2ccccn2)c2ccc(C)c(C)c2)cc1
Assay by compound	16	17	18	19	20
A3A deaminase	0	0	-1	-2	-6
mIAP block	13	-4	1	-2	1
hIAP inh	3	-2	-3	-17	-21
PfG6PD inh	2	19	9	54	9
HKDC1 inh	1	3	3	6	12
ATG4B inh	-1	3	-17	3	2
mIAP act	0.87	1	0.99	1	0.99
hIAP activ	0.97	1	1	1.2	1.2

21: COCCSc1nnc(NC(=O)Cc2ccccc2OC)s1
22: CSc1cccc(NC(=S)NC(=O)CCc2ccccc2)c1
23: Cc1cc(C)c2c(CN3CC(C)OC(C)C3)cc(=O)oc2c1C (configuration not stated)
24: Cc1ccc[n+](CC(=O)N2CCCc3ccccc32)c1
25: COc1ccc(-c2cc(C(=O)N3CCN(c4ccccc4)CC3)c3ccccc3n2)cc1OC
Assay by compound	21	22	23	24	25
A3A deaminase	-3	-7	-6	1	-3
mIAP block	-3	8	10	2	7
hIAP inh	2	-4	14	-6	15
PfG6PD inh	0	26	-1	29	11
HKDC1 inh	0	2	0	-10	7
ATG4B inh	-7	-2	-5	-8	-9
mIAP act	1	0.92	0.9	0.98	0.93
hIAP activ	0.97	1	0.86	1.1	0.85

Some entries already given, showing only mIAP act.
| cpd | canonical_smiles | mIAP act |
| --- | --- | --- |
| 24 | Cc1ccc[n+](CC(=O)N2CCCc3ccccc32)c1 | 0.98 |
| 23 | Cc1cc(C)c2c(CN3CC(C)OC(C)C3)cc(=O)oc2c1C (configuration not stated) | 0.9 |

The listing continues.
26: O=C(COc1ccc(Cl)cc1)N/N=C/c1cccc2cccnc12
27: COCC1CCCN(Cc2nc(C(c3ccccc3)c3ccccc3)no2)C1 (configuration not stated)
28: O=C(NCc1ccc2c(c1)OCO2)c1cccc(F)c1
29: Cc1[nH]c2c(ccc3cccnc32)c1C
30: O=C(c1cc(-c2ccco2)on1)N1CCCc2ccccc21
Assay by compound	26	27	28	29	30
A3A deaminase	-1	1	2	0	0
mIAP block	8	-4	3	4	9
hIAP inh	-42	-4	-2	2	9
PfG6PD inh	-24	9	-17	18	-12
HKDC1 inh	-3	-2	-2	2	-2
ATG4B inh	6	1	-8	3	63*
mIAP act	0.92	1	0.97	0.96	0.91
hIAP activ	1.4	1	1	0.98	0.91

31: COc1ccc(C(=O)NCCc2nc3cc([N+](=O)[O-])ccc3n2C)cc1
32: CCc1cc2c(=O)c(-c3ccc4c(c3)OCCO4)coc2c(CN2CCCCC2C)c1O (configuration not stated)
33: COC(=O)/C(C#N)=C1/SC=C(C)N1c1ccccc1
34: Cc1ccc(Nc2cc(=O)[nH]c(=O)[nH]2)cc1C
35: Cc1cccc(CNc2ccc(C(CC(N)=O)NC(=O)c3cccc(Br)c3)cc2[N+](=O)[O-])c1 (configuration not stated)
Assay by compound	31	32	33	34	35
A3A deaminase	0	1	-3	-6	-3
mIAP block	-1	6	2	-2	8
hIAP inh	4	20	-15	8	12
PfG6PD inh	-3	-8	-16	0	8
HKDC1 inh	-1	-5	4	4	-4
ATG4B inh	-15	-1	6	-5	0
mIAP act	1	0.94	0.98	1	0.92
hIAP activ	0.96	0.8	1.1	0.92	0.88

36: CCOC(=O)c1ccc(NC(=O)c2cccc(S(=O)(=O)N3CCOCC3)c2)cc1
37: CCC1Sc2ccccc2N(CC(=O)NC2CC2)C1=O (configuration not stated)
38: COc1ccc(N2CCN(C(=O)c3ccc(Br)o3)CC2)cc1
39: OC(c1cc(-c2ccc(C(F)(F)F)cc2)nc(C(F)(F)F)c1)C1CCCCN1 (configuration not stated)
40: Cc1onc(-c2ccccc2Cl)c1C(=O)NNC(=O)c1ccc(F)cc1
Assay by compound	36	37	38	39	40
A3A deaminase	-19	1	-5	2	-1
mIAP block	8	-11	10	12	-10
hIAP inh	-15	-10	1	18	18
PfG6PD inh	18	9	9	11	-30
HKDC1 inh	-1	-8	-1	-2	-9
ATG4B inh	-16	-1	-2	5	0
mIAP act	0.92	1.1	0.9	0.88	1.1
hIAP activ	1.2	1.1	0.99	0.82	0.82

41: CCOC(=O)c1ccc(NC2c3ccccc3C(=O)N2c2ccccn2)cc1 (configuration not stated)
42: O=C(O)CN1C(=O)S/C(=C\c2cccnc2)C1=O
43: Cc1ccc(S(=O)(=O)NC2CC(C)(C)NC(C)(C)C2)cc1
44: CN(CC(=O)Nc1ccccc1Cl)C(=O)COC(=O)c1ccc(Cl)nc1
45: CCn1c(=O)c2c(O)cc(=O)oc2c2ccccc21
Assay by compound	41	42	43	44	45
A3A deaminase	-6	1	-3	2	0
mIAP block	0	3	-5	3	-3
hIAP inh	3	5	25	4	0
PfG6PD inh	0	-6	11	-1	-4
HKDC1 inh	-2	-11	-2	-2	-1
ATG4B inh	-3	1	-5	-3	-8
mIAP act	1	0.97	1.1	0.97	1
hIAP activ	0.97	0.95	0.75	0.96	1

46: COc1cccc(C(=O)/C=C2\NCCc3cc(OC)c(OC)cc32)c1
47: CC(C)(C)CN1CCNC[C@H]1Cc1ccc(O)cc1
48: O=C1c2ccccc2CN2C(=O)c3ccccc3CN12
49: O=C1N=NC(=O)N1c1ccccc1
50: O=S1(=O)N=C(Nc2ccc(N3CCOCC3)c(Cl)c2)c2ccccc21
Assay by compound	46	47	48	49	50
A3A deaminase	-4	-5	1	-1	-2
mIAP block	13	-3	8	3	8
hIAP inh	18	-30	10	12	-2
PfG6PD inh	6	-2	14	4	8
HKDC1 inh	0	-5	-6	-1	-8
ATG4B inh	-14	7	7	-2	-9
mIAP act	0.87	1	0.92	0.97	0.92
hIAP activ	0.82	1.3	0.91	0.88	1

51: CCSc1cc(N2CCCC2)nc(-c2ccc(Cl)cc2)n1
52: Cc1ccc(C)c(NC(=O)CN(C)C(=O)[C@@H](NC(=O)c2ccc(C(C)(C)C)cc2)C(C)C)c1
53: CCOC1=NN(c2ncc(C(F)(F)F)cc2Cl)C(=O)C1
54: Cc1c(C)c2ccc(OCC(=O)NCc3ccccn3)cc2oc1=O
Assay by compound	51	52	53	54
A3A deaminase	2	-2	-2	-5
mIAP block	-8	-5	8	5
hIAP inh	5	4	-2	-12
PfG6PD inh	-6	34	11	12
HKDC1 inh	4	-1	-11	-3
ATG4B inh	3	-10	-6	-4
mIAP act	1.1	1.1	0.92	0.95
hIAP activ	0.95	0.96	1	1.1
